# Screening results as filed in PubChem BioAssay.
# CHT block: inhibits the human high affinity choline transporter. CHT-expressing cells, membrane potential dye, choline response; hits give low values. B-score at 10 µM. hit rate 0.86% among 310,000. AID 488975;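 active means B-score over 3 SD under the library average, and starting fluorescence ratio not unusually high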;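 further: choline stimulus applied at its EC90 after an EC20 pre-addition; B-score computed on integrated fluorescence ratio after choline addition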
# Target sequence (Q9GZV3 whole entry, looked up): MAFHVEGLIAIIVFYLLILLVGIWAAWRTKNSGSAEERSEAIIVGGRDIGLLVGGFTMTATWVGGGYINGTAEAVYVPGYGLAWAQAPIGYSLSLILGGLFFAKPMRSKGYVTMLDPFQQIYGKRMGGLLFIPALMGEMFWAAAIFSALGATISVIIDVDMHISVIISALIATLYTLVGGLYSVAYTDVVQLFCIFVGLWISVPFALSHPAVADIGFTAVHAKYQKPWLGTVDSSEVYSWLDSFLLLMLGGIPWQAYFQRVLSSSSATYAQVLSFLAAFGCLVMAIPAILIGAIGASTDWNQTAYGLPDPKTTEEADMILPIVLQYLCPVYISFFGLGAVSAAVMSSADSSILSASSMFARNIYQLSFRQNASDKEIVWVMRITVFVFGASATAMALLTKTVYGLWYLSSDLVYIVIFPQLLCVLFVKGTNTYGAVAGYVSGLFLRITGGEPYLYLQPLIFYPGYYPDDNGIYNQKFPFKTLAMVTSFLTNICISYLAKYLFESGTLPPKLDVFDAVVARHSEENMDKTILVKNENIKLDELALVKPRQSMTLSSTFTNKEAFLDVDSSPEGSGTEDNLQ
# CHT allo act: allosterically activates the human high affinity choline transporter. hit rate 0.49% among 310,000. CHT-expressing cells, membrane potential dye, choline EC20; hits give high values; LV-AA mutant CHT in HEK293 cells. B-score at 10 µM. Q9GZV3;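 active means initial fluorescence not abnormally high and integrated response B-score, plate-corrected, over 3 SD above library mean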
# * marks the source's active call; other numbers are inactive results; i = inactive.
mol,CHT block,CHT allo act
N#Cc1ccc(OCC(=O)Nc2cccc(S(=O)(=O)NC3=NCCCCC3)c2)cc1,i,i
O=C(Nc1ccc(F)cc1)c1ccccc1,i,i
CCOc1ccccc1N(C(=O)c1snc(C(N)=O)c1N)C(C(=O)NCC1CCCO1)c1ccc2ncccc2c1 (stereo not given),i,i
CN(C)S(=O)(=O)c1ccc(Cl)c(C(=O)NCCNC(=O)c2cc(S(=O)(=O)N(C)C)ccc2Cl)c1,i,i
CCOc1ccc2nc(SCc3ccc(F)cc3)sc2c1,i,i
CCOC(=S)SCC(=O)N1CCc2ccccc2C1C1C(=O)CC(C)(C)CC1=O (stereo not given),i,i
CCCCCCOc1ccc(/C=C/C(=O)N2CCOCC2)cc1OC,i,i
Cc1nc(-c2cn[nH]c2)c2cc(C)oc2n1,i,i
Cn1c(N2CCN(C(c3ccccc3)c3ccccc3)CC2)nc2c1c(=O)[nH]c(=O)n2C,i,i
Cc1nc(C(=O)N2CCCC(C(=O)c3ccc(Cl)cc3)C2)cs1 (stereo not given),i,i
COCCCNC(=S)NCCNc1nc2cc(C)cc(C)c2cc1C#N,i,i
CC(C)(C)NC(=O)COC(=O)/C=C/c1ccccc1[N+](=O)[O-],i,i
CCn1ncc(-c2ccnc3cc(C(=O)O)nn23)c1C,i,i
Cc1cccc(Cl)c1NC(=S)NCCc1ccccn1,i,i
COC(=O)c1ccccc1NC(=O)COC(=O)/C=C/c1ccco1,i,i
COc1ccc(CNc2ccc(C(=O)O)cc2)cc1,i,i
CC(C)CC(=O)NNC(=O)C(C)C,i,i
O=C(NNC(=S)NCc1ccco1)c1ccc(Cl)s1,i,i
CCCCc1nc2sc3c(c2c(=O)n1NC(=O)c1ccco1)CC(C)(C)OC3,i,i
CC(=O)c1cccc(NC(=O)COC(=O)c2ccccn2)c1,i,i

# Next compounds follow:
mol,CHT block,CHT allo act
Cc1cc(=O)oc2cc(OCC(=O)Nc3ccccc3C(N)=O)c(Cl)cc12,i,i
O=C1CSC(=Nc2ccc(Cl)cc2)N1,i,i
CN(C)C=NC(=O)c1cc(C(=O)c2ccc(Cl)cc2Cl)c[nH]1,i,i
Cc1ccc(NC(=O)c2cccc(C(=O)Nc3ccc(C)c(C)c3)n2)cc1C,i,i
CCCC(=O)N1CC2(C)CN(C(=O)CCC)CC(CCC)(C1)C2=O,i,i
Cc1c(C)c(C)c(C(=O)c2ccc(NC(=O)c3ccccc3C(=O)O)cc2)c(C)c1C,i,i
O=C1CSc2ccc(S(=O)(=O)CCC(=O)NC3CCCCC3)cc2N1,i,i
COc1ccc(/C(O)=C2/C(=O)C(=O)N(Cc3cccnc3)C2c2ccncc2)cc1F (stereo not given),i,i
O=C1N[C@@H](Cc2cnc[nH]2)C(=O)N2CCC[C@@H]12,i,i
Cc1ccc(S(=O)(=O)Cn2nnnc2C(CC(C)C)N2CCN(C)CC2)cc1 (stereo not given),i,i
CN(Cc1ccon1)Cc1cn[nH]c1-c1ccc(-c2ccccc2)cc1,i,i
CN(C)S(=O)(=O)c1ccc(C(=O)Nc2nnc(SCc3cccc(F)c3)s2)cc1,i,i
NS(=O)(=O)c1ccc(CCNC(=O)CNCCc2ccccc2)cc1,i,i
N#Cc1c(N)n(C2CCCCC2)c2nc3ccccc3nc12,i,i
S=C(NCc1ccccc1)NCc1ccc(CNC(=S)NCc2ccccc2)cc1,i,i
O=S(=O)(Nc1ccc(O)c(CN2CCCCC2)c1)c1ccccc1,i,i
Cc1ccc(NC(=O)CSCC(N)=O)cc1C,i,i
COc1ccc(C(=O)OCCOc2cccc(Cl)c2)cc1S(=O)(=O)N1CCOCC1,i,i
COCc1c(Br)c(C)nc(OCC(=O)O)c1C#N,i,i
CCOc1cc(/C=N/NS(=O)(=O)c2ccccc2)ccc1OS(=O)(=O)c1ccc(C)cc1,i,i

# More entries follow.
mol,CHT block,CHT allo act
CCOC(=O)Nc1cc(C(=O)OC)ccc1C,i,i
CCC(C)[C@H](NC(=O)Nc1ccccc1F)C(=O)O (stereo not given in full),i,i
Nc1cccc(-c2cc3ccccc3oc2=O)c1,i,i
CCOc1ccccc1NC(=O)CSc1nncc2ccccc12,i,i
O=[N+]([O-])c1cnc2ccccn12,i,i
COc1ccc(C(=O)Cc2cc(OC)c(OC)cc2[N+](=O)[O-])c(OC)c1,i,i
Cc1ccc(Cl)c(OCC(=O)OCC(=O)NC2CCCc3ccccc32)c1 (stereo not given),i,i
CCOC(=O)c1cn(Cc2c(C)c(C)c(C)c(C)c2C)nn1,i,i
Clc1cccc(-c2nc(NCC3CCCO3)c3ccccc3n2)c1 (stereo not given),i,i
COc1ccc(C)cc1NC(=O)c1nn(C)cc1Br,i,i
COc1cc(C2(c3ccc(O)c(OC)c3)C(=O)N(C)c3ccc(Br)cc32)ccc1O,i,i
COc1ccc(C)cc1S(=O)(=O)N(C)CC(=O)NC1CCCCC1,i,i
CCOc1[nH]n(-c2ccc(Cl)cc2)c(=O)c1C=Nc1ccc(O)cc1,i,i
CCC1CCCCN1C(=O)CSc1nnc(-c2cccs2)o1 (stereo not given),i,i
Cc1cc(Cl)c(S(=O)(=O)N2CCN(c3ccc(F)cc3)CC2)cc1OCC(N)=O,i,i
COC(=O)C1CN(C(=O)COc2cc(C)cc(C)c2)c2ccccc2O1 (stereo not given),i,i
OC(COc1cccc2ccccc12)CN1CCN(c2ccc(Cl)cc2)CC1 (stereo not given),i,i
CCOC(=O)c1oc2cc(O)ccc2c(=O)c1-c1ccc(OC)cc1,i,i
CCNC(=O)c1ccc(-n2nc(C(F)(F)F)c3c2CCCC3)cc1,i,i
Cc1c(C)n(O)c2ccc3nonc3c12,-6.8*,i

# Later entries:
mol,CHT block,CHT allo act
COc1ccc(/C=C/c2nc3ccccc3c(=O)n2-c2cccc(C(=O)O)c2)cc1,i,i
O=C(CCN1CCc2ccccc2C1)c1ccc2c(c1)OCCO2,i,i
O=[N+]([O-])c1ccc(Oc2cc(NC3CCCCCCC3)c([N+](=O)[O-])cc2[N+](=O)[O-])cc1,i,i
COc1ccc(-n2nc3c(c2NC(=O)CCCl)CSC3)cc1,i,i
CSc1nc(NS(=O)(=O)c2cc(Br)ccc2Br)cc(=O)[nH]1,i,i
CC1(C)C(N(O)C(=O)Nc2ccc(Cl)cc2)N(c2ccc(Cl)cc2)C(=O)N1CC(=O)NN (stereo not given),i,i
O=C(NCC1CCCCC1)c1ccc(=O)[nH]c1,i,i
C/C(=N\NS(=O)(=O)c1ccc(C)c([N+](=O)[O-])c1)c1ccc2c(c1)OCO2,i,i
COC(=O)CCc1nc2c(C#N)c(-c3ccc(Cl)cc3)ccn2n1,i,i
COC(=O)c1c(NC(=O)c2ccccc2)sc2c1CC(C)(C)OC2,i,i
COc1ccc(/C=C2\SC(=O)N(CCC(=O)N3CCCCC3)C2=O)cc1OC,i,i
COc1ccc(-c2noc3c2-c2nc(C(C)C)sc2CC3)cc1,i,i
COc1ccc(OCC(=O)N2CCN(C(=O)COc3ccc(Br)cc3)CC2)cc1,i,i
CCN(CC)C(=O)CCCc1c[nH]c2ccccc12,i,i
O=C(c1ccc(F)cc1)N1CCC(C(=O)N2CCN(S(=O)(=O)c3ccccc3Br)CC2)CC1,i,i
CCc1ccc2c(c1)C1(SC(NC(C)=O)=NN1C(C)=O)C(=O)N2C(C)C (stereo not given),i,i
CSc1ccc(/C=N\NC(=O)CC(=O)NC(C)C)cc1,i,i
O=C(NCCC1CCCCN1S(=O)(=O)c1ccccc1)C(=O)NC1CC1 (stereo not given),i,i
C=CCNC(=O)/C(=C\c1ccc(OC)cc1)NC(=O)c1ccc([N+](=O)[O-])cc1,i,i
COC(C[C@@H]1O[C@@H]1C(=O)[C@H](C)OCc1ccccc1)OC,i,i

# Seven records picked at random from the list so far:
mol,CHT block,CHT allo act
C/C(=N\NS(=O)(=O)c1ccc(C)c([N+](=O)[O-])c1)c1ccc2c(c1)OCO2,i,i
C=CCNC(=O)/C(=C\c1ccc(OC)cc1)NC(=O)c1ccc([N+](=O)[O-])cc1,i,i
COC(=O)CCc1nc2c(C#N)c(-c3ccc(Cl)cc3)ccn2n1,i,i
O=C(c1ccc(F)cc1)N1CCC(C(=O)N2CCN(S(=O)(=O)c3ccccc3Br)CC2)CC1,i,i
CCc1ccc2c(c1)C1(SC(NC(C)=O)=NN1C(C)=O)C(=O)N2C(C)C (stereo not given),i,i
COC(C[C@@H]1O[C@@H]1C(=O)[C@H](C)OCc1ccccc1)OC,i,i
COc1ccc(OCC(=O)N2CCN(C(=O)COc3ccc(Br)cc3)CC2)cc1,i,i

# The main list resumes with the two entries that preceded the break.
mol,CHT block,CHT allo act
C=CCNC(=O)/C(=C\c1ccc(OC)cc1)NC(=O)c1ccc([N+](=O)[O-])cc1,i,i
COC(C[C@@H]1O[C@@H]1C(=O)[C@H](C)OCc1ccccc1)OC,i,i
O=C(NC1CCCCC1)c1n[nH]c2c1CCCCC2,i,i
CCC(c1nnnn1Cc1cccs1)N1CCN(C(=O)c2ccco2)CC1 (stereo not given),i,i
COc1ccccc1Nc1nc(N(C)c2ccccc2)nc(N)c1[N+](=O)[O-],i,i
CC(/C=C(\NC(=O)c1ccccc1)C(=O)N=Nc1c(O)[nH]c2ccc(C)cc12)=C\c1ccccc1,i,i
Cc1cccc(/C(N)=N/OC(=O)c2cccc3ccccc23)c1,i,i
CCOC(=O)N1CCN(C(=O)CN(C2CCCCC2)S(=O)(=O)c2ccc(Cl)cc2)CC1,i,i
CCC(=O)Nc1cccc(NC(=S)NC(=O)c2ccccc2C)c1,i,i
CN(C)c1ccc(/C=C(/NC(=O)c2ccccc2)C(=O)NCCN2CCOCC2)cc1,i,i
O=C(N/N=C/C(Cl)=C\c1ccccc1)c1ccco1,i,i
CC(C)(C)NC(=O)c1ccc(NC(=O)CSc2ccccc2)cc1,i,i
COc1ccc(OC)c(NC(=O)C2CCCN2S(=O)(=O)c2cccc3nsnc23)c1 (stereo not given),i,i
CC(O)c1cccc(NC(=O)CCC(=O)O)c1 (stereo not given),i,i
COC(=O)C1=C(C(=O)OC)C(c2cc(Br)ccc2O)c2sc(=O)[nH]c2S1 (stereo not given),i,i
CCCOC(=O)c1c(NC(=O)CSc2nc(-c3ccco3)cc(C(F)(F)F)n2)sc(C(=O)OC)c1C,i,i
COCCCNCC(O)COc1cccc2[nH]c(C)cc12 (stereo not given),i,i
COc1ccc(-n2c(SCC(=O)N3CCc4ccccc43)nnc2-c2c[nH]c3ccccc23)cc1,i,i
O=C(COC(=O)CC(c1ccccc1)c1ccccc1)Nc1ccc(F)c(F)c1,i,i
CCOC(=O)N1CCC(NC(=O)CCC(=O)N2CC(C)Oc3ccc(Cl)cc32)CC1 (stereo not given),i,i
COC(=O)C1=C(Nc2cc(Cl)cc(Cl)c2)CSC1,i,i
CCCCNS(=O)(=O)c1ccc(OC)c(C)c1,i,i

# Other entries follow.
mol,CHT block,CHT allo act
CCc1ccc(-n2c(SCC(=O)N3Cc4ccccc4CC3C(=O)O)nnc2-c2ccncc2)cc1 (stereo not given),i,i
COc1ccc(OC)c(/C=N/NC(=O)c2ccc(N(C)S(=O)(=O)c3ccccc3)cc2)c1,i,i
Cc1nc(NC(=O)c2ccccc2)sc1-c1csc(N)n1,i,i
COC(=O)C(C)Sc1nc(N)c(NC(=O)c2ccco2)c(=O)[nH]1 (stereo not given),i,i
O=C(NNC(=S)Nc1ccc(Cl)cc1)c1cccs1,i,i
COc1ccc(C(C(=O)NC(C)(C)C)N(CCC(C)C)C(=O)CCC(=O)Nc2cc(C)on2)cc1 (stereo not given),i,i
CCOC(=O)c1sc2ncn(C(C)C(=O)OC)c(=O)c2c1C (stereo not given),i,i
CCOC(=O)Cc1cc(=O)n2[nH]cc(-c3ccc(Cl)cc3)c2n1,i,i
O=C(Nc1ccc([N+](=O)[O-])cc1)N1CCc2ccccc2C1,i,i
CCOc1ccc(CNc2ccc(N3CCCC3)cc2)cc1,i,i
CCOC(=O)C(NC(=O)Nc1ccc(Cl)cn1)(Oc1ccc(F)cc1)C(F)(F)F (stereo not given),i,i
O=C1OCc2cc(NS(=O)(=O)c3cccs3)ccc21,i,i
COC(=O)c1ccccc1C(=O)N(Cc1cccnc1)CC1CCCN(C2CCCCC2)C1 (stereo not given),i,i
CN(C)CCCn1c2c(c(SCC(=O)Nc3ccc4c(c3)OCO4)nc1=O)CCCC2,i,i
Cc1cc(OCC(=O)NN2C(=O)c3ccccc3C2=O)ccc1Cl,i,i
CCOc1ccccc1-n1c(SCC(N)=O)nnc1-c1ccco1,i,i
O=C(NCc1ccc2c(c1)OCO2)c1ccccn1,i,i
CC(C)c1nc(-c2ccccn2)no1,i,i
CCCn1nnc(NC(=S)NC(=O)/C=C/c2ccco2)n1,i,i
O=C(CSc1nncs1)NCc1ccc(F)cc1,i,i

# (cont.)
mol,CHT block,CHT allo act
Cc1ccc2cc(CCNC(=O)CCCc3ccccc3)c(=O)[nH]c2c1,i,i
C=CCOC(=O)C1=C(C)Nc2ncnn2C1c1cccs1 (stereo not given),i,i
COc1cc(C)nc(N2CCC(C(=O)NC3CCCCC3)CC2)n1,i,i
COC(=O)c1cc(C(C)=O)c(C)[nH]c1=O,i,i
Cc1ccc(S(=O)(=O)N(CC(=O)NCc2cccnc2)c2ccc(F)cc2)cc1,i,i
CC(C)c1nnc(NC(=O)CCC(=O)NCCc2ccccc2)s1,i,i
N#C/C(=C\c1ccccc1)C(=O)N(c1ccccn1)C1CCCCC1,i,i
CCC(=O)Nc1ccc2c(c1)OCCO2,i,i
Cc1ccc(C(=O)N/C(=C\c2ccc(-c3ccccc3[N+](=O)[O-])o2)C(=O)NCCCN(C)C)cc1,i,i
CN(c1ccc(C(=O)Nc2nccs2)cc1)S(=O)(=O)c1ccccc1,i,i
CC(C)CNC(=O)/C=C/C(=O)O,i,i
